IL1B NFkB inh = blocks IL-1B driven NFkB nuclear translocation in HUVEC cells | HUVEC IL-1B NFkB p65 nuclear translocation imaging | inhibition, % at 2 µM | 94,000 tested, 0.43% active | AID 796;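 active = inhibition above about 30% together with a positive call from visual inspection of the well image, limit read from the data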;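 also: nuclear over cytoplasmic p65 intensity ratio measured by imaging; 0% = IL-1B stimulated DMSO wells and 100% = unstimulated DMSO wells; values of inactives mirror those of a sister screen read the other way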
MRP resist rev = MRP-mediated drug resistance reversal; H69AR cells + 2 uM doxorubicin, CellTiter-Glo, 72 h; differential viability (reversal), % at 10 µM; 85,000 tested, 0.04% active;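 active = viability drop by adding the cancer drug above about 55%, with treated viability meeting a 40% cutoff, limit read from the data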;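 also: viability without doxorubicin minus viability with 2 µM doxorubicin for each compound; larger differential means the compound sensitizes cells more to doxorubicin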
IL1B NFkB pot = enhances IL-1B driven NFkB nuclear translocation | activation, % at 2 µM | AID 819 | 94,000 tested, 0.3% active | HUVEC IL-1B NFkB p65 nuclear translocation imaging;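 active = activation above 40%, about the mean plus 3 SD, also judged a hit on visual image review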;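 also: percent activation is computed from the nuclear over cytoplasmic p65 intensity ratio; values of inactives mirror those of a sister screen read the other way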
Bcl-B TR3 displacers = displacers of TR3 peptide from Bcl-B, primary screen, selectivity assay for Bfl-1 inhibitor project, biochemical, fluorescence polarization; FP displacement of FITC-TR3 peptide from Bcl-B; higher % means a stronger effect; displacement, % at 20 µM, or IC50 in µM where a hit was titrated; 96,000 tested, 0.11% active;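 active = displacement above 50% at 20 µM plus a fluorescence interference ratio under 1.5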;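 also: plate controls were wells without compound for no effect and wells lacking Bcl-B protein for full effect; a part of the inactive calls stands beside numbers as strong as those of hits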
PLAP inhibition = PLAP enzyme inhibitors, biochemical, luminescence, HTS (AID 690); purified PLAP, luminescent substrate; higher % means a stronger effect; one-dose inhibition, % at 20 µM; IC50 in µM for titrated hits; 96,000 tested, 0.08% active; in the data active = a potency from the dose series; inactive = the rest, 99 in 100 with inhibition below about 30%; also: strong numbers were not always called active
MRP resist rev cytotoxicity = also measured in MRP resist rev; calls as there; viability, %; H69AR cells, CellTiter-Glo, 72 h; measured here: cytotoxicity without doxorubicin
MRP resist rev with doxorubicin = recorded beside MRP resist rev, whose call it bears; viability, %; measured here: viability with 2 uM doxorubicin; stronger effect = lower value
IL1B NFkB inh cell count 2 µM = second read-out of IL1B NFkB inh, no call of its own (marks repeat the call); cell count; measured here: cells passing quality filter;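 raw number of nuclei counted in each imaged well without normalization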
IL1B NFkB pot cell count 2 µM = also measured in IL1B NFkB pot; calls as there; cell count; measured here: cells passing quality filter
Active calls of the source: *; x = not tested or not shown. The list is partial; count on the stated rates, not on these rows.

SMILES | IL1B NFkB inh | IL1B NFkB inh cell count 2 µM | MRP resist rev | MRP resist rev cytotoxicity | MRP resist rev with doxorubicin | IL1B NFkB pot | IL1B NFkB pot cell count 2 µM | Bcl-B TR3 displacers | PLAP inhibition
CCN(CC)CCCn1c(C)cc2c(c1=O)C(c1ccccc1)C(C#N)=C(N)O2 (stereo unspecified) | -20 | 134 | 12 | 89 | 77 | 20 | 134 | -4% | x
Nc1nc(CN2CCN(c3ccccc3)CC2)nc(N2CCCc3ccccc32)n1 | -8 | 131 | x | x | x | 8 | 131 | 26% | -63%
CCOC(=O)N1CCN(CC(O)COC(CC)c2ccccc2)CC1 (stereo unspecified) | -3 | 155 | 2 | 85 | 83 | 3 | 155 | -7% | -18%
C=CCNC(=O)c1ccc2c(c1)nnn2C | 5 | 86 | 3 | 85 | 81 | -5 | 86 | -5% | 14%
CCOc1ccc(NC(=S)NC(=O)/C=C/c2ccc(OC)c(OC)c2)c([N+](=O)[O-])c1 | -13 | 117 | x | x | x | 13 | 117 | -1% | 2%
CN1C(=O)SC(Nc2cccc3ccccc23)C1=O (stereo unspecified) | 2 | 155 | -30 | 46 | 75 | -2 | 155 | x | x
CCOC(=O)c1c(-c2ccc(C)o2)csc1NC(=O)CN(C)CC(=O)Nc1ccc(C)cc1 | -6 | 177 | x | x | x | 6 | 177 | -21% | -117%
CCCc1cc(C(=O)Nc2cc(Br)ccc2O)no1 | x | x | -4 | 52 | 57 | x | x | -25% | -66%
CCOc1ccccc1N1CCN(C(=O)c2c(C)noc2C)CC1 | -2 | 105 | 7 | 93 | 87 | 2 | 105 | -10% | -15%
CC(=O)Nc1nc(C)nc(C)c1C(C)=O | -14 | 87 | -8 | 92 | 101 | 17 | 87 | 6% | 6%

An excerpt of these results, as labelled records.
CCOc1ccccc1N1CCN(C(=O)c2c(C)noc2C)CC1
  IL1B NFkB inh: -2
  IL1B NFkB inh cell count 2 µM: 105
  MRP resist rev: 7
  MRP resist rev cytotoxicity: 93
  MRP resist rev with doxorubicin: 87
  IL1B NFkB pot: 2
  IL1B NFkB pot cell count 2 µM: 105
  Bcl-B TR3 displacers: -10%
  PLAP inhibition: -15%

CC(=O)Nc1nc(C)nc(C)c1C(C)=O
  IL1B NFkB inh: -14
  IL1B NFkB inh cell count 2 µM: 87
  MRP resist rev: -8
  MRP resist rev cytotoxicity: 92
  MRP resist rev with doxorubicin: 101
  IL1B NFkB pot: 17
  IL1B NFkB pot cell count 2 µM: 87
  Bcl-B TR3 displacers: 6%
  PLAP inhibition: 6%

The list goes on:
SMILES | IL1B NFkB inh | IL1B NFkB inh cell count 2 µM | MRP resist rev | MRP resist rev cytotoxicity | MRP resist rev with doxorubicin | IL1B NFkB pot | IL1B NFkB pot cell count 2 µM | Bcl-B TR3 displacers | PLAP inhibition
COC(=O)c1ccc(N)cc1O | -2 | 166 | 11 | 100 | 89 | 2 | 166 | -8% | 34%
Cc1ccccc1-c1ccc(=O)n(CC(=O)Nc2ccc(N3CCOCC3)cc2)n1 | x | x | 10 | 95 | 85 | x | x | 6% | -51%
CCCCCN(C(=O)NC(=O)Nn1cnnc1)S(C)(=O)=O | 10 | 104 | 3 | 90 | 86 | -10 | 104 | -7% | -1%
O=C(CCCC(=O)OCC(=O)c1cccs1)Nc1ccc(Oc2ccccc2)cc1 | -7 | 147 | x | x | x | 7 | 147 | 10% | 0%
NCC(O)COCCC12CC3CC(CC(C3)C1)C2 (stereo unspecified) | x | x | 7 | 87 | 81 | x | x | -13% | -17%
Cn1ccnc1SCCC#N | 14 | 115 | 3 | 105 | 102 | -14 | 115 | 9% | -6%
CCC(=O)N1CCc2cc(S(=O)(=O)NC(C(=O)NCc3ccccc3)C(C)C)ccc21 (stereo unspecified) | -1 | 150 | -10 | 86 | 96 | 1 | 150 | 19% | 2%
O=C(/C(=C/O)N=Nc1ccccc1)c1ccncc1 | -3 | 178 | 0 | 110 | 109 | 3 | 178 | 10% | 5%
CCOC(=O)N1CCN(C(=O)c2ccc3nc(N4CCCCC4)sc3c2)CC1 | 4 | 111 | -8 | 89 | 97 | -4 | 111 | -2% | -24%
O=C(COC(=O)CNS(=O)(=O)c1ccccc1)Nc1ccc(Cl)cn1 | -10 | 170 | 3 | 94 | 91 | 10 | 170 | -2% | 6%

The last seven entries of the section above come first, to join the parts:
SMILES | IL1B NFkB inh | IL1B NFkB inh cell count 2 µM | MRP resist rev | MRP resist rev cytotoxicity | MRP resist rev with doxorubicin | IL1B NFkB pot | IL1B NFkB pot cell count 2 µM | Bcl-B TR3 displacers | PLAP inhibition
O=C(CCCC(=O)OCC(=O)c1cccs1)Nc1ccc(Oc2ccccc2)cc1 | -7 | 147 | x | x | x | 7 | 147 | 10% | 0%
NCC(O)COCCC12CC3CC(CC(C3)C1)C2 (stereo unspecified) | x | x | 7 | 87 | 81 | x | x | -13% | -17%
Cn1ccnc1SCCC#N | 14 | 115 | 3 | 105 | 102 | -14 | 115 | 9% | -6%
CCC(=O)N1CCc2cc(S(=O)(=O)NC(C(=O)NCc3ccccc3)C(C)C)ccc21 (stereo unspecified) | -1 | 150 | -10 | 86 | 96 | 1 | 150 | 19% | 2%
O=C(/C(=C/O)N=Nc1ccccc1)c1ccncc1 | -3 | 178 | 0 | 110 | 109 | 3 | 178 | 10% | 5%
CCOC(=O)N1CCN(C(=O)c2ccc3nc(N4CCCCC4)sc3c2)CC1 | 4 | 111 | -8 | 89 | 97 | -4 | 111 | -2% | -24%
O=C(COC(=O)CNS(=O)(=O)c1ccccc1)Nc1ccc(Cl)cn1 | -10 | 170 | 3 | 94 | 91 | 10 | 170 | -2% | 6%
CCOC(=O)C1CCCCN1Cc1ccc(F)cc1 (stereo unspecified) | -25 | 163 | -2 | 93 | 95 | 25 | 163 | 5% | -16%
CCOC(=O)Cn1c(CN2CCOCC2)nc2c1c(=O)n(C)c(=O)n2C | x | x | 16 | 95 | 80 | x | x | -3% | -33%
CC12CN(C(=O)c3ccc(Cl)cc3)C3(C#N)CC1CCC23C (stereo unspecified) | -15 | 70 | 4 | 81 | 77 | 15 | 70 | 3% | 2%
CCN(CC)CCN1C(=O)c2ccccc2NC1c1cc(OC)c(OC)c(OC)c1 (stereo unspecified) | 3 | 91 | 0 | 88 | 88 | -3 | 91 | -12% | -36%
C=CCSc1nc2sc3c(c2c(=O)n1CC)CCc1ccccc1-3 | -10 | 118 | x | x | x | 11 | 118 | 2% | -4%
CC(C)COc1ccc(C(=O)Nc2ccc(NC(=O)c3ccco3)c(Cl)c2)cc1 | x | x | -4 | 7 | 10 | x | x | -10% | 26%
CCOC(=O)c1cc2c(n(-c3ccccc3)c1=O)CC(C)(C)CC2=O | -9 | 102 | -41 | 36 | 77 | 9 | 102 | -8% | -20%
CCOC(=O)C1CCN(CC(O)COc2ccc(C(C)=O)cc2)CC1 (stereo unspecified) | x | x | 2 | 89 | 87 | x | x | 9% | -53%
Cc1ccccc1-n1c(=O)cc(N2CCN(C(=O)c3ccco3)CC2)[nH]c1=O | -9 | 72 | 13 | 100 | 87 | 9 | 72 | x | x
CCOc1ccc(CNC(=O)CCCOc2cc(=O)n(C)c3ccccc23)cc1 | -1 | 110 | 4 | 76 | 73 | 1 | 110 | -11% | -78%
CCN(CC)CCOc1ccc2c(c1)C(=NO)c1cc(OCCN(CC)CC)ccc1-2 | -1 | 166 | -19 | 50 | 69 | 1 | 166 | 8% | -34%
CCN1C=C(Cc2cccs2)C2=C(C1)C(c1cccs1)C(C#N)=C(N)O2 (stereo unspecified) | -6 | 127 | 36 | 52 | 16 | 6 | 127 | 16% | -3%
COc1ccc(Cn2c(SCc3cc(C)ccc3C)nc3cc(OC)c(OC)cc3c2=N)cc1 | -8 | 188 | x | x | x | 8 | 188 | -56% | -17%
Cc1ccc(N2CCN(c3ccc(C)cc3)C(CC(=O)O)C2=O)cc1 (stereo unspecified) | -19 | 76 | -3 | 85 | 89 | 19 | 76 | -6% | -59%
CC(=O)N[C@H]1C[C@@H]1c1ccccc1 | -17 | 138 | -2 | 91 | 93 | 17 | 138 | 0% | 8%
CCCc1cc(=O)n2c([nH]c3ccccc32)c1C#N | 36* | 55* | 6 | 78 | 72 | -36 | 55 | 0% | 6%
Cc1nn(-c2ccccc2)c(C)c1CCC(=O)O | x | x | 2 | 88 | 86 | x | x | 3% | -21%
CC(C)Oc1ccc(Cc2c(O)nc(NCCCN(C)C)[nH]c2=O)cc1 | -15 | 149 | 15 | 91 | 76 | 15 | 149 | x | x
Cc1cccc(C(=O)N2CCN(c3ccc(C(F)(F)F)cn3)CC2)c1C | -12 | 99 | -6 | 81 | 87 | 12 | 99 | -1% | -107%
CCOC(=O)c1ccc(NC(=O)CCc2nc(-c3ccccc3Cl)no2)cc1 | x | x | -42 | 29 | 71 | x | x | -7% | -38%
CC(=O)Nc1sc(NC(=O)c2ccccc2)nc1-c1cccs1 | x | x | -2 | 55 | 57 | x | x | -1% | 1%
O=C(CCNc1cc(Cl)cc(Cl)c1)c1cccs1 | 6 | 128 | x | x | x | -6 | 128 | -1% | 44%
Cc1ccc(NC(=O)CCSCCC(=O)Nc2ccc(C)c(C)c2)cc1C | -7 | 160 | 12 | 95 | 83 | 7 | 160 | -20% | -19%
Cc1sc2nc(C)n(/N=C/c3ccccc3O)c(=O)c2c1C | -11 | 205 | -8 | 90 | 97 | 11 | 205 | -7% | 10%
CCN(CC)c1ccc(C(=O)c2ccccc2C(=O)O)c(O)c1 | -6 | 105 | -4 | 75 | 78 | 6 | 105 | x | x
CCc1nn2c(N3CCOCC3)cc(C)nc2c1-c1ccc(F)cc1 | -1 | 91 | 20 | 57 | 37 | 1 | 91 | -8% | 0%
O=C(Nc1ccc2c(c1)OCCO2)c1ccncc1 | 7 | 121 | 12 | 102 | 90 | -7 | 121 | 9% | 3%
O=C1c2ccccc2C(=O)N1CC1c2ccccc2CCN1S(=O)(=O)c1cnc[nH]1 (stereo unspecified) | x | x | -2 | 96 | 99 | x | x | -4% | -50%
Cc1nc(NC2=NCN(CCc3ccccc3)CN2)nc2c(C)cccc12 | -2 | 177 | 3 | 6 | 3 | 2 | 177 | x | x
O=C(CN1CCN(Cc2ccccc2Cl)C1=O)N1CCCCCC1 | -2 | 71 | 22 | 96 | 73 | 2 | 71 | 0% | -15%
COc1ccc(OC)c(N(CC(=O)N2CCCC2)S(=O)(=O)c2ccc(OC)c(OC)c2)c1 | 13 | 88 | 6 | 83 | 77 | -13 | 88 | -7% | -47%
O=C(Cc1ccccc1)Nc1cccc(-c2nc3ncccc3o2)c1 | -2 | 172 | 0 | 103 | 104 | 2 | 172 | -8% | 14%
CC1(C)CC(=O)c2cc(C(=O)O)c(=O)n(-c3ccccc3)c2C1 | -12 | 191 | 11 | 102 | 91 | 12 | 191 | -5% | -27%
Cn1c(=O)c2c(ncn2CC(COCc2ccc(Cl)cc2)OCc2ccc(Cl)cc2)n(C)c1=O (stereo unspecified) | -2 | 79 | 22 | 35 | 13 | 2 | 79 | -13% | -75%
Cn1c(=O)[nH]c(=O)c2c1nc(N1CCN(CCO)CC1)n2CCSc1nc2ccccc2s1 | 3 | 136 | -10 | 83 | 94 | -3 | 136 | 2% | -38%
Nc1cc(=O)nc(SCC(=O)NCc2ccccc2)n1CCc1ccccc1 | x | x | 6 | 92 | 85 | x | x | 1% | 8%
CC(=O)Nc1cccc2c1C(=O)NC2=O | 4 | 86 | -6 | 89 | 95 | -3 | 86 | -7% | -45%
COc1ccccc1CN(C)C(=O)C1COc2ccccc2O1 (stereo unspecified) | -9 | 74 | 7 | 93 | 86 | 9 | 74 | -2% | -53%
Oc1cccc(C(=S)N2CCN(Cc3ccccc3)CC2)c1 | -3 | 127 | 6 | 100 | 94 | 3 | 127 | 45% | -45%
CSC1=NCCN1C(=O)c1ccc(S(=O)(=O)N2CCCC2)cc1 | x | x | 1 | 100 | 99 | x | x | 2% | -14%
Cc1cc(=O)[nH]c(SCC(=O)c2ccc(C(C)C)cc2)n1 | -20 | 170 | x | x | x | 20 | 170 | -13% | -5%
CC1=C(SCCC#N)S/C(=C2\SC(C)=C(SCCC#N)S2)S1 | 8 | 168 | -3 | 26 | 29 | -8 | 168 | 2% | 4%

Bioassay records as filed in PubChem BioAssay.
